# MC4R antagonist = MC4R antagonists of cAMP signaling, primary screen, cell-based, TR-FRET, antagonist arm of biased-ligand search; inhibition, % at 6.5 µM; MC4R-expressing cells, MTII-stimulated cAMP, LANCE TR-FRET; actives 0.48% (n = 360,000); AID 540295, 2011; Melanocortin receptor 4 (Homo sapiens), P32245;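 active means inhibition above its plate's cutoff, the mean of tested wells on that plate plus 3 SD, cut at about 29% in these data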;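 further: 0% = Melanotan II alone and 100% = Melanotan II plus saturating MCL0020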
#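 system = U2OS cells with stable human MC4R expression | also added = Melanotan II challenge after compound preincubation | dosing = one concentration, 6.5 µM nominal | incubation = compound 30 min, challenge 1 h, detection 1 h | measured by = TR-FRET with Eu-cAMP and labeled anti-cAMP, 671 nm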
# TLR9-MyD88 block = inhibitors of TLR9-MyD88 association in cells, primary screen, cell-based, CHO, BLA complementation, fluorescence; CCF4 FRET ratio; actives 0.21% (n = 340,000); inhibition, % at 4.98 µM;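 active means inhibition above the mean over all tested compounds plus 3 SD, cut at about 21% in these data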;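 further: 0% = DMSO only wells and 100% = clavulanate BLA inhibitor control wells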
# LMP1 NFkB inh = EBV LMP1-driven NF-kappaB luciferase reporter inhibitors, primary screen, cell-based, luminescence, single point | LMP1-induced NF-kappaB luciferase reporter cells | inhibition, % at 12.5 µM | actives 0.69% (n = 350,000); in the data active means inhibition above about 41%;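 further: 0% = neutral control wells and 100% = reference inhibitor control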
# LRH-1 inv ag = LRH-1 (NR5A2) inverse agonists, primary screen, cell-based, luminescence, HEK293T, StAR-luciferase reporter | actives 0.13% (n = 360,000) | inhibition, % at 3.6 µM | Nuclear receptor subfamily 5 group A member 2 (Homo sapiens), O00482 | LRH-1 transfected, 24 h;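 active means inhibition above the mean inhibition of all tested compounds plus 3 SD, cut at about 73% in these data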;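 further: 0% = DMSO wells and 100% = reporter-only cells lacking LRH-1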
# MC4R ag barr = MC4R agonists recruiting beta-arrestin, primary screen, cell-based, luminescence, agonist arm of biased-ligand search; actives 0.98% (n = 360,000); U2OS MC4R beta-arrestin complementation; percent of melanotan II response, DMSO zero; AID 540308, 2011; activation, % at 8.9 µM;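 active means activation above a per-plate cutoff, the mean activation of sample wells on that plate plus 3 SD, cut at about 8% in these data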
# NOD2 RIPK2 PPI = NOD2-RIPK2 binding disruptors in cells, primary screen, fluorescence, CHO cells, BLA complementation; Receptor-interacting serine/threonine-protein kinase 2 (Homo sapiens), O43353; actives 0.38% (n = 360,000); inhibition, % at 4.98 µM; CCF4 ratio; in the data active means inhibition above about 21%;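 further: 0% = vehicle only and 100% = reference blocker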
# SRC2 inh = inhibition of GAL4-SRC2 driven luciferase reporter, primary screen, SRC2 inhibitor project, cell-based, luminescence | Nuclear receptor coactivator 2 (Homo sapiens), Q15596 | HEK293 GAL4-SRC2 luciferase reporter | inhibition, % at 9 µM | actives 0.17% (n = 370,000) | AID 651957, 2012;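 active means inhibition above the mean inhibition of all tested compounds plus 3 SD, set per campaign, cut at about 52% in these data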;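 further: 0% = DMSO treated cells and 100% = cells given Gossypol at 36 µM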
# COUP-TFII inh = NR2F2 transcriptional activity inhibitors, primary screen, cell-based, luciferase reporter, HEK293T, luminescence; COUP transcription factor 2 (Homo sapiens), P24468; HEK293T NGFI-A luciferase reporter; inhibition, % at 8.6 µM; actives 0.7% (n = 370,000); AID 686940, 2013;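 active means inhibition above a per-plate cutoff, mean inhibition of test wells between control levels plus 3 SD, cut at about 38% in these data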;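 further: cells cotransfected with COUP-TFII expression vector driving the NGFI-A reporter; 0% = median of COUP-TF2 test wells and 100% = reporter-only cells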
# ABHD5 PLIN5 PPI = ABHD5-PLIN5 interaction inhibitors, primary screen, cell lysate, split luciferase complementation, luminescence | Perilipin-5 (Homo sapiens) + 1-acylglycerol-3-phosphate O-acyltransferase ABHD5 (Homo … | inhibition, % at 4 µM | Split G. princeps luciferase complementation, 4 h | AID 602281, 2012 | actives 0.78% (n = 360,000);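 active means inhibition above the mean inhibition across every tested compound plus 3 SD, cut at about 22% in these data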;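 further: 0% = DMSO only wells and the 100% control is not disclosed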
# NCOA3 inh = SRC3 coactivator transcriptional activity inhibitors, primary screen, cell-based, luminescence. Nuclear receptor coactivator 3 (Homo sapiens), Q9Y6Q9. HEK293 GAL4-SRC3 luciferase reporter. inhibition, % at 3.6 µM. actives 0.17% (n = 360,000);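 active means inhibition above a per-campaign cutoff, the mean of all compounds plus 3 SD, cut at about 60% in these data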;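 further: 0% = DMSO-treated cells and 100% = gossypol-treated cells at 36 µM; higher means less SRC3-driven luciferase light from the GAL4 reporter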
# SRC1 inh = SRC1 coactivator transcriptional activity inhibitors, primary screen, cell-based, luminescence; Nuclear receptor coactivator 1 (Homo sapiens), Q15788; HEK293 GAL4-SRC1 luciferase reporter; inhibition, % at 3.6 µM; actives 0.12% (n = 360,000);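 active means inhibition above the campaign mean plus 3 SD, with each screening campaign given its own cutoff, cut at about 60% in these data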;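 further: 0% = DMSO treated cells and 100% = gossypol at 36 µM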
# Target sequence (Q15788 whole entry, looked up, the tested form may be a part): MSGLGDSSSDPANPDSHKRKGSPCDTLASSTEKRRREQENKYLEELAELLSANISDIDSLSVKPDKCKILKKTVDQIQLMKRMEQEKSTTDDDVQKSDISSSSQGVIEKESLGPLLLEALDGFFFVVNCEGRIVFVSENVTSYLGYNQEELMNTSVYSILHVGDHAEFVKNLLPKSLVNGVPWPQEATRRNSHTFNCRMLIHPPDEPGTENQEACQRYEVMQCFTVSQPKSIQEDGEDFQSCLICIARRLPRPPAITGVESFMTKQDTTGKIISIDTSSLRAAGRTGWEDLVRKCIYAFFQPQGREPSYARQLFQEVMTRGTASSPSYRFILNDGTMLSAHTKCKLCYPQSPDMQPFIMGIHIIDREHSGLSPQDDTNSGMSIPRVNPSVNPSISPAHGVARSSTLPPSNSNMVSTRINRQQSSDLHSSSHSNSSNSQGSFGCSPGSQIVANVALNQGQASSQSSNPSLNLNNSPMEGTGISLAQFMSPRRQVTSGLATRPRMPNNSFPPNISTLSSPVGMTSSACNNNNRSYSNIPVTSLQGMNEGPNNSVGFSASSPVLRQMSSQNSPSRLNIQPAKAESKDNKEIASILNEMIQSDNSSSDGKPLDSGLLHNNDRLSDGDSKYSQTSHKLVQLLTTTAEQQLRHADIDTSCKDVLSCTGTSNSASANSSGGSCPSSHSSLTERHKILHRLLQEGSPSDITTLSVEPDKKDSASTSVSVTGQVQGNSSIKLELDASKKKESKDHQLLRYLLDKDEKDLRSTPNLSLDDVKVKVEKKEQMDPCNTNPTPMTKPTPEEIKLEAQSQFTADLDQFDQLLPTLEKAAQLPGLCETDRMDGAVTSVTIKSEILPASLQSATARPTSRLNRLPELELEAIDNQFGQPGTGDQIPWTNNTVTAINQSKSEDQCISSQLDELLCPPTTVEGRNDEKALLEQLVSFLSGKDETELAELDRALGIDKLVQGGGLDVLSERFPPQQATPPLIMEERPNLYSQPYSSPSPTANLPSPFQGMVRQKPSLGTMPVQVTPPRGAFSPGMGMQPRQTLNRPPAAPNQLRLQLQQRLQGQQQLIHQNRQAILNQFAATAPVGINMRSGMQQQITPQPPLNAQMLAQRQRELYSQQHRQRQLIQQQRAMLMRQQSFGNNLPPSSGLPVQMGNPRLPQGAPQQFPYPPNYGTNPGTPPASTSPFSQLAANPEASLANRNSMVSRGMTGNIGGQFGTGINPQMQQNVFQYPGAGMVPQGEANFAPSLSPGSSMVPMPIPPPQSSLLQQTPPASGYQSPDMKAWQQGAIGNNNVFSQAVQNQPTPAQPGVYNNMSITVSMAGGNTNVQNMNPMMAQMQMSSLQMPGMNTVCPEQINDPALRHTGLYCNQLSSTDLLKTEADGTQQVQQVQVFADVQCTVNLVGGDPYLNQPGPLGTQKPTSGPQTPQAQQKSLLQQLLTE
# * marks the source's active call; other numbers are inactive results; / = no result given. An excerpt. The share of hits here may be higher or lower than overall.
SMILES,MC4R antagonist,TLR9-MyD88 block,LMP1 NFkB inh,LRH-1 inv ag,MC4R ag barr,NOD2 RIPK2 PPI,SRC2 inh,COUP-TFII inh,ABHD5 PLIN5 PPI,NCOA3 inh,SRC1 inh
CCOC(=O)N1CCN(C(=O)CSc2nc3c([nH]c4ccccc43)c(=O)n2CC)CC1,-23,-3,14,51,-2.3,-5,3,14,10,-2,-7
O=C1NC[C@@H](CCCCN2CCN(CCc3ccccc3)C(=O)C2=O)N(CC2CCCCC2)C1=O,/,/,/,10,/,-2,2,17,2,/,/
CC(=O)Nc1cc(-c2cccc(C(=O)N(C)C)c2)cn2c(-c3ccc(C(C)=O)cc3)cnc12,21,/,/,4,11*,-6,-5,-16,15,-7,-10
COc1ccccc1C(=O)N/C(=C\c1cn(S(=O)(=O)N(C)C)c2ccccc12)C(=O)N1CCCCC1,-3,15,-9,-4,-2.9,-4,-3,3,-1,-25,0
Cc1ccc(S(=O)(=O)c2nc(S(C)(=O)=O)sc2NCc2ccc3c(c2)OCO3)cc1,-1,-5,7,-3,-1.6,-14,-11,13,1,8,-10
CCN(CC(=O)NC(=O)NCc1ccco1)Cc1nc2ccccc2c(=O)[nH]1,1,7,-3,7,-2.1,-12,-29,7,2,2,-9
CN(CCOc1ccccc1)Cc1nc2cc(Cl)ccc2c(=O)[nH]1,-1,-2,-3,-8,-3.1,-5,-17,12,1,7,3
CCCCCCNc1cc(C)oc(=O)c1C(C)=O,3,-4,7,-16,0.7,-10,-4,-17,-11,-16,-11
O=C(Cn1ncn2c(cc3ccccc32)c1=O)NCCCc1ccccc1,7,1,-3,4,2.6,-10,/,/,3,-20,-15
CC(C)OCCCNC(=O)c1ccccc1NC(=O)C1=CSCCO1,9,3,-12,-12,-2.8,-3,9,-2,-3,7,-3
Cc1c(C(=O)c2ccccc2)c(=O)n(C)c(=O)n1C,16,0,6,-6,-0.5,-4,6,-6,-2,1,-14
Cc1ccc2nc(SCC(=O)NCc3cccs3)c(C#N)cc2c1,20,-1,-6,10,2.5,-12,-8,-13,5,0,-12
CCc1ccc(CN2CCCC(C(=O)Nc3ccccc3-c3ccc(OC)cc3)C2)o1 (stereo unspecified),9,1,2,16,-1.4,6,-1,-15,-6,-3,9
COc1ccc(CN2CCNC(=O)C2CC(=O)NC2Cc3ccccc3C2)c(OC)c1 (stereo unspecified),12,6,-5,1,-3.0,-7,-12,7,0,-3,-28
COc1ccccc1-c1nnc(SCC(=O)c2c(N)n(C3CC3)c(=O)[nH]c2=O)n1C,-3,-12,0,-1,-2.5,-2,-25,11,-6,-8,-3
CCc1ccc(Nc2nnc(SCC(=O)NCCN3C(=O)CSC3=O)s2)cc1,23,-8,-3,-66,-0.8,-4,-24,-22,4,-36,-47
COc1ccc(CN2C(=O)C(C)N(C(=O)c3c(F)cccc3F)c3ccccc32)cc1 (stereo unspecified),3,0,-3,25,-0.3,-2,17,18,-1,11,16
COc1ccc(OC)c(CN2CCN(CC(=O)Nc3ccccc3C(=O)NC3CC3)CC2)c1,11,-4,-2,-10,0.8,-3,16,5,2,-2,-18
CCOc1ccc(OCC)c(NC(=O)CN(C)S(=O)(=O)c2cnc[nH]2)c1,-1,-3,-1,11,-0.8,-5,-3,-2,4,-21,-16
CCCN(c1ccc(C)cc1)c1nc(=O)c2cccnc2s1,12,/,/,7,0.7,1,-7,23,2,12,-8
O=C(N/N=C/c1sc(N2CCCCC2)nc1-c1cccs1)C1CC1,12,4,-11,18,1.0,-8,-19,-13,0,-2,-10
CC(C)CNC(=O)COc1ccccc1[N+](=O)[O-],-11,9,-11,-6,3.5,6,-29,-12,7,-22,-27
Cc1cc(C)nc(NS(=O)(=O)c2ccc(NC(=O)COc3ccccc3)cc2)n1,15,-8,-9,-7,0.1,4,11,2,0,9,7
NC(=O)CSc1cn(CCNC(=O)c2cccs2)c2ccccc12,2,2,-10,16,0.6,-9,-4,-2,-2,13,-2
Cc1ccc(S(=O)(=O)N2[C@@H](c3ccc(Cl)cc3)C(C(=O)O)=CC[C@H]2c2cccc(C)c2)cc1,-2,0,1,-7,-1.1,1,-7,-14,0,-3,-3
# Remaining list, next part:
SMILES,MC4R antagonist,TLR9-MyD88 block,LMP1 NFkB inh,LRH-1 inv ag,MC4R ag barr,NOD2 RIPK2 PPI,SRC2 inh,COUP-TFII inh,ABHD5 PLIN5 PPI,NCOA3 inh,SRC1 inh
Cn1cccc1Cc1nnc(SCC(=O)NCC2CCCO2)n1C (stereo unspecified),1,5,-1,-1,-2.3,-7,-17,-5,3,3,11
CCc1nc2ccccc2c(C(=O)Nc2cc(C)ccc2C)c1C,-2,12,0,2,-0.2,0,10,6,5,1,13
CCOC(=O)C(C)CC(C)C(=O)N1CCOCCOCCN(C(=O)C(C)CC(C)C(=O)OCC)CCOCC1 (stereo unspecified),-4,-5,-10,19,-2.4,-13,1,9,-2,15,-15
COc1ccc(NC(=O)CN2CCN(S(=O)(=O)N(C)C)CC2)cc1,7,-1,-6,2,-3.1,-4,10,12,-6,6,12
Cc1ccc(S(=O)(=O)/N=C(/Nc2ccc([N+](=O)[O-])cc2[N+](=O)[O-])c2ccccc2)cc1,3,-2,5,10,-1.6,-14,-9,4,-1,-3,0
CN1CCN(Cc2cccc3ncccc23)CC1CCO (stereo unspecified),-2,-1,-4,2,-0.5,-2,-5,1,2,12,4
CCn1c(CNC(=O)COc2ccc(C(C)C)cc2)nnc1SCC(=O)Nc1ccccc1F,-2,4,4,-2,0.2,4,-1,9,5,18,17
C=C(C)CSC1=C(C#N)C(c2ccsc2)CC(=O)N1 (stereo unspecified),5,-8,-2,-4,-1.5,8,-15,-2,-15,-30,-1
CCCCN(CC)CCCNC(=S)Nc1ccc2nc(N3CCN(C)CC3)cc(C)c2c1,21,0,-13,-5,0.2,3,10,-14,7,-11,-25
Cc1ccc2[nH]c(=O)c3cc(C(=O)NCCN4CCN(C)CC4)sc3c2c1,5,5,-5,-23,0.8,0,-31,-9,0,-16,1
O=C(Nc1cc(C(F)(F)F)ccc1-n1cncn1)c1ccc(-c2ccccc2)cc1,8,12,-3,10,2.1,5,13,13,0,4,5
CC(NC(=O)/C=C/c1ccccc1)c1ccccc1 (stereo unspecified),1,-1,-4,2,1.8,-1,23,9,2,14,0
CCOC(=O)C1CCN(C(=O)c2cnn3c(C)cc(C)nc23)CC1,6,-15,7,1,-1.4,-5,8,-6,1,1,-5
COc1ccc(NC(=S)N2CCN(S(=O)(=O)c3ccc(C)cc3)CC2)cc1,3,6,-10,-16,-0.3,-2,7,3,-2,20,2
CCOc1cc(C(=S)N2CCOCC2)ccc1OC(=O)/C=C/c1ccc(OC)c(OC)c1,6,-4,-7,7,11*,-6,-7,-7,8,21,14
S=C(Nc1ccc(Br)cc1Cl)Nn1cnnc1,1,5,1,7,1.9,-4,-37,-2,6,19,-1
Cn1c(N)c(C(=O)COC(=O)/C=C/c2ccc(Cl)c(Cl)c2)c(=O)n(C)c1=O,9,-5,6,-1,-1.0,8,-1,1,9,2,-23
COc1ccc(CC(=O)Nc2ccc(C(N)=O)cc2)cc1,4,-1,-8,2,2.5,-8,-25,-10,-9,9,-11
Cc1ccc(N2CC(C(=O)Nc3ccc(C)c(S(=O)(=O)N(C)C)c3)CC2=O)cc1 (stereo unspecified),4,6,8,6,-1.4,5,-13,0,0,-4,-1
C=CCCC(=O)N1C[C@H]2CON(C)[C@H]2C[C@H]1c1cccc(Br)c1,6,-7,-3,-29,-1.8,0,-23,-9,-2,1,-20
COC(=O)[C@H]1C[C@@]2(O)CN(S(=O)(=O)c3ccc(C)cc3)C[C@@]2(OC(=O)NC2CC2)C[C@H]1C(=O)OC,12,-4,4,-10,0.7,2,-16,-8,-8,-13,-62
CC(C)n1cc(CN2CCC(Oc3ccc(C(=O)N4CCCC4)cc3)CC2)cn1,-7,-5,2,-4,-3.6,0,-18,-7,2,14,-1
Cc1cc(C)c(S(=O)(=O)N2CCOC2CNC(=O)C(=O)NCCN(C)C)c(C)c1 (stereo unspecified),0,12,-2,13,-0.1,-19,26,7,1,22,6
O=C(COC(=O)c1ccc2ccccc2c1)NCc1ccccc1,16,-9,-4,3,3.0,-8,-14,-12,-9,2,-14
COc1ccc(N2CCN(C(=O)c3cc(=O)c4cc(Cl)ccc4o3)CC2)cc1,24,3,2,-6,1.1,1,-1,6,-5,-9,3
# Other entries follow.
SMILES,MC4R antagonist,TLR9-MyD88 block,LMP1 NFkB inh,LRH-1 inv ag,MC4R ag barr,NOD2 RIPK2 PPI,SRC2 inh,COUP-TFII inh,ABHD5 PLIN5 PPI,NCOA3 inh,SRC1 inh
O=C(NCc1ccco1)c1cc2n(n1)C(C(F)(F)F)CC(c1ccc(Cl)c(Cl)c1)N2 (stereo unspecified),7,-9,-6,39,4.1,6,16,15,-8,-11,0
Cc1n[nH]c2ccccc2c1=O,0,0,3,15,-0.1,6,-22,-11,-3,11,5
Cc1cc(N/N=C/c2ccc(Cl)cc2Cl)nc(NCc2ccccc2)n1,2,-5,-4,10,-1.9,-12,9,13,-3,-1,9
O=C(NNC(=O)c1cccnc1)NC12CC3CC(CC(C3)C1)C2,-5,-12,-16,17,-2.6,10,28,11,-4,25,-1
CCOC(=O)C1(Cc2cccc(OC)c2)CCCN(S(=O)(=O)N(C)C)C1 (stereo unspecified),15,-11,6,0,0.1,-11,23,6,-6,-25,-1
O=S(=O)(Nc1cccc2ccccc12)c1cccc2nonc12,6,-2,-5,-2,-2.4,-19,8,-12,4,11,-14
COc1cc(OC)c(OC)cc1CN(C)C(c1ccccc1)c1nnnn1-c1ccccc1C (stereo unspecified),1,-1,3,-1,-1.1,-6,-1,-1,-5,5,-8
O=C(NC1CC2CCCC(C1)N2C(=O)NC1CCCCC1)c1ccccc1 (stereo unspecified),2,3,-1,-8,-1.2,-10,-9,-2,-4,4,-17

# Assay outcomes as filed in PubChem BioAssay.
